# ELG1 genotoxic: induces genotoxicity in HEK293T cells with luciferase-tagged ELG1; HEK293T ELG1-luciferase reporter, luminescence, 16 h; Potency, µM (highest dose often 46 µM), for the others: at the highest dose activity change, positive = activation, most hits filed as activators; actives 1.3% (n = 330,000); AID 504466; also: potency is read from the fitted curve at half-maximal effect; % of control where 0% means no effect; nearly all actives have a fitted effect of over 60% in size
#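 Cells (2,000/well) expressing the ELG1-luciferase fusion are dosed by pin tool and kept 16 hr at 37 °C, 5% CO2. Signal comes from ONE-Glo luciferase reagent after 30 min at room temperature.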
# Rab9 prom act: Rab9 promoter activation; actives 2.8% (n = 320,000); Potency, µM (titrated, usually from 9.22 µM), for the others: top-dose activation, negative = inhibition, usual class: activators; AID 485297; Huh7 Rab9 promoter-luciferase reporter, luminescence, 24 h; also: potency is read from the fitted curve at half-maximal effect; % of control where 0% means no effect; nearly all actives have a fitted effect of over 60% in size
#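 Steps: seed 1500 Huh7 Rab9-luc cells per well, rest 2 h at 37 °C; add compound in DMSO; incubate 24 h; add luciferase reagent, 10 min ambient; read luminescence.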
# p53 reactivation: restores transcriptional activity of mutant p53. H1299 p53-A138V BP100-luciferase reporter, luminescence, 24 h. Potency, µM (series often up to 92.2 µM), without a hit: at the top dose activity change, positive = activation, most hits filed as activators. actives 0.063% (n = 320,000); also: potency is read from the fitted curve at half-maximal effect; % of control where 0% means no effect; nearly all actives have a fitted effect of over 45% in size
#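 p53-null H1299 cells stably carrying temperature-sensitive p53-A138V and a BP100-luciferase reporter were pinned with compounds (4-point, 1:5 series) and held 24 hrs at 37 deg C. Luminescence was read 10 min after detection reagent.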
# TRPV1 ag: agonists of human vanilloid receptor 1 (TRPV1); actives 0.19% (n = 320,000); activation, % at 8.33 µM; TRPV1-expressing cells, Fluo-8 calcium influx, agonist mode; Q8NER1; in the data active = activation above about 80%; inconclusive = between about 30% and that limit; also: 0% is about no effect
#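 Fluo-8 calcium influx in TRPV1-expressing cells, kinetic read (ex 480/em 520 nm). Compound added and read 3 min for agonist activity, followed by capsaicin at EC20 final and 2 min further read for enhancement.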
# Tb PFK block: blocks T. brucei phosphofructokinase | Potency, µM (top dose mostly 57.5 µM), for the others: at the top dose activity, negative = inhibition, hits mostly inhibitors | actives 0.17% (n = 330,000) | T. brucei PFK, ADP-Glo luminescence | AID 485367 | O15648;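 also: potency is read from the fitted curve at half-maximal effect; 0% = uninhibited 1x PFK enzyme wells and -100% = no-enzyme wells; nearly all actives have a fitted effect of over 60% in size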
# Target sequence (O15648 whole entry, looked up): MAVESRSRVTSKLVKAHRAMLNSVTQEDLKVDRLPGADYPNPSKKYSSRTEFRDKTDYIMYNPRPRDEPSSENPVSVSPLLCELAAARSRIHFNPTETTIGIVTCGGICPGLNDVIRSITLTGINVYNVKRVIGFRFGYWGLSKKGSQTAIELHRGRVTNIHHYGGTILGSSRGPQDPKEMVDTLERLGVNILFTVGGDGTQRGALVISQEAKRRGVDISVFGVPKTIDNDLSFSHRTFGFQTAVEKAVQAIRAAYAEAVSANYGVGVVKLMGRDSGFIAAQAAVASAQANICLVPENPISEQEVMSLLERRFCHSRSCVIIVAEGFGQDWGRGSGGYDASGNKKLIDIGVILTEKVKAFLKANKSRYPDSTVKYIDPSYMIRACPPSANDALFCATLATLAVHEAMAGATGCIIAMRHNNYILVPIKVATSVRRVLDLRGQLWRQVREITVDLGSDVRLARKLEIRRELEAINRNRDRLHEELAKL
#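 In TEA buffer at pH 8.0 with 5 mM MgCl2, enzyme (1.25 nM) converted F6P (0.5 mM) and ATP (0.1 mM) for 45 min at room temperature. ADP product was read by luciferase luminescence.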
# RORgamma inh: blocks mouse ROR gamma transcriptional activity; P51450; Drosophila S2 Gal4-RORgamma UAS-luciferase reporter, 20 h; Potency, µM (series often up to 53.6 µM), inactives show at the highest dose activity change, negative = inhibition, actives largely listed as inhibitors; actives 5.4% (n = 310,000); AID 2551; also: potency is read from the fitted curve at half-maximal effect; % is scaled to controls: 0 for no effect and ±100 for the full control effect; nearly all actives have a fitted effect of over 60% in size
#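 Drosophila S2 cells stably expressing Gal4-DBD/mouse RORγ fusion under metallothionein promoter plus UAS-luciferase; compound 1 h, then 700 uM CuSO4 induction for 20 h at ambient temperature; inhibition read as reduced luminescence.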
# FLuc counter: counter-screen for miR-21 project: firefly luciferase inhibitors or activators; P08659; purified FLuc, Km substrates, luminescence inhibition; Potency, µM (titrated, usually from 57.5 µM), inactives show top-dose activity change, negative = inhibition, usual class: inhibitors; actives 6.9% (n = 360,000); AID 588342;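 also: potency is read from the fitted curve at half-maximal effect; plate controls were vehicle for no effect and reference inhibitor for full effect; nearly all actives have a fitted effect of over 55% in size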
# Target sequence (P08659 whole entry, looked up): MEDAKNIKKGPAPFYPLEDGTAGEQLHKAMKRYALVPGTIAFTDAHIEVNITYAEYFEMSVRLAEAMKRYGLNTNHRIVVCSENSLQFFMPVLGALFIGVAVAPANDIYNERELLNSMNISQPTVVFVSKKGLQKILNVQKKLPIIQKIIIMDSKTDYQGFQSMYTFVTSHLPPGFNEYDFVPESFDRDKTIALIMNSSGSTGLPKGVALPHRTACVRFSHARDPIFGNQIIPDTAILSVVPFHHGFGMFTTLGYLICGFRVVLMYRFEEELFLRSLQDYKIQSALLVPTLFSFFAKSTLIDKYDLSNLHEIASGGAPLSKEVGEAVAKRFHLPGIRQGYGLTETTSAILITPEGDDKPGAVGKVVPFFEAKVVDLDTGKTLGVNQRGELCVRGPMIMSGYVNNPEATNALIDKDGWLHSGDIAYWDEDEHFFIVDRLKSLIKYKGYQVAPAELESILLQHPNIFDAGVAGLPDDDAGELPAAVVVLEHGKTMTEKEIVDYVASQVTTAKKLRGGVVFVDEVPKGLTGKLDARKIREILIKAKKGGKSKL
#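 Purified P. pyralis luciferase, 10 nM final, with Km-level 10 uM D-luciferin and 10 uM ATP in 50 mM Tris acetate pH 7.5, 10 mM Mg acetate, 0.01% Tween-20, 0.05% BSA; 6-point qHTS titration about 60 µM downward; luminescence read.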
# Gal4-VP16 FLuc: Gal4-VP16 reporter inhibition counter-screen. Drosophila S2 Gal4-VP16 UAS-luciferase, luminescence, 20 h. Potency, µM (top dose mostly 53.6 µM), without a hit: top-dose activity, negative = inhibition, most hits filed as inhibitors. actives 3.5% (n = 310,000);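 also: Gal4-VP16 expression switched on by copper sulfate through the metallothionein promoter; potency is read from the fitted curve at half-maximal effect; % is scaled to controls: 0 for no effect and ±100 for the full control effect; nearly all actives have a fitted effect of over 50% in size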
# ELG1 DNA repair: blocks ELG1-dependent DNA repair in HEK293T cells; actives 2.3% (n = 330,000); HEK293T ELG1-luciferase reporter, luminescence, 16 h; DNA damage induced by 5-fluorouridine; Potency, µM (doses to about 46.1 µM), for inactives: at the highest dose activity change, negative = inhibition, most hits filed as inhibitors; also: potency is read from the fitted curve at half-maximal effect; % is scaled to controls: 0 for no effect and ±100 for the full control effect; nearly all actives have a fitted effect of over 55% in size
#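 HEK293T cells expressing luciferase-tagged ELG1 (2,000/well) received 5-Fluorouridine plus compound or DMSO for 16 hr at 37 °C. Luciferase was read by ONE-Glo luminescence after 30 min at room temperature.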
# BRCA1 expr up: BRCA1 expression activation; actives 1.1% (n = 380,000); Potency, µM (doses to about 46.1 µM), for the others: at the top dose activation, usual class: activators; MCF7-BRCA1-FFLuc reporter, luminescence, 48 h; response scale: scaled: vehicle 0%, 10 µM genistein 100%; also: potency is read from the fitted curve at half-maximal effect; nearly all actives have a fitted effect of over 80% in size; some results filed as inactive show a strong effect at the top dose
#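 Luminescence from a BRCA1-driven firefly luciferase in MCF7 cells was read after 48 h compound exposure at 37 C. Data normalized against DMSO and a 10microM genistein activation control, then curve-fitted across the titration.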
# NPC1 prom act: activates the NPC1 promoter. Huh7 NPC1 promoter luciferase reporter, 24 h. Potency, µM (titrated, usually from 9.22 µM), without a hit: top-dose activation, actives largely listed as activators. actives 2.4% (n = 320,000);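 also: potency is read from the fitted curve at half-maximal effect; % of control where 0% means no effect; nearly all actives have a fitted effect of over 60% in size; reporter is driven by a mutant NPC1 promoter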
#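 Quantitative HTS used a cell-based reporter: Huh7 cells stably bearing the NPC1 promoter upstream of luciferase were treated with compounds for 24 h, and promoter activation was read as luminescence.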
# * marks the source's active call; other numbers are inactive results; ? = inconclusive; . = no result given; [ ] = another dose, or the depositor's remark. Unless noted, calls follow the shape of the dose curve; as a rule, active = well fitted curve in the direction sought with a large enough effect; inconclusive = small, poorly fitted or top-dose-only effect, or another doubt; inactive = no such curve, though single readings can be large; an effect the other way counts as inactive or inconclusive.
SMILES,ELG1 genotoxic,Rab9 prom act,p53 reactivation,TRPV1 ag,Tb PFK block,RORgamma inh,FLuc counter,Gal4-VP16 FLuc,ELG1 DNA repair,BRCA1 expr up,NPC1 prom act
CC1Cc2ccccc2N1C1=CC(=O)CC(C)(C)C1 (centres undefined),-2%,-7%,1%,2,0%,-10%,2%,1%,-4%,-2%,-1%
CC12CCC(=O)N1C(C(=O)NNC(=O)COc1ccccc1Cl)CS2 (centres undefined),3%,-2%,1%,-2,-2%,.,-1%,.,?,-7%,0%
COc1ccc2sc(NC(C)=O)nc2c1,9.2µM*,?,?,7,1%,22%,17µM*,-3%,?,?,2.5µM*
O=C(NCc1ccccc1)c1cc2ccc(O)cc2oc1=O,?,3.2µM*,?,1,-9%,2.2µM*,12µM*,7.1µM*,?,?,?
Cc1c(C(=O)O)sc2nc3n(c(=O)c12)CCCCC3,.,.,.,-3,.,11%,1%,-11%,.,23%,.
COc1ccc(C(CCN(Cc2ccc(OC)c(OC)c2)C(C)=O)c2ccccc2)cc1 (centres undefined),-8%,-3%,-25%,6,9%,?,8%,?,?,-48%,1%
CC(=O)NS(=O)(=O)c1ccc(NC(=O)CCc2ccccc2)cc1,0%,-5%,-1%,-10,-14%,4%,0%,?,21%,1%,6%
COCCNC(=O)c1ccc2c(c1)CCN2S(C)(=O)=O,2%,0%,4%,-2,-8%,8%,3%,-3%,12%,0%,0%
O=C(c1ccc(S(=O)(=O)Cc2ccccc2F)c([N+](=O)[O-])c1)N1CCCCCC1,-10%,2%,28%,14,0%,22%,-3%,7%,-29%,-27%,1%
COc1cccc(-n2cnc3cccc(N)c32)c1,-6%,-2%,?,-1,-1%,-5%,-1%[2.3 µM],17%,-17%,0%,4%
COCCNC(=O)COC(=O)c1ccc(OCC(=O)Nc2ccccc2OC)c(OC)c1,-11%,0%,0%,-7,2%,34%,-3%,5%,?,31%,2%
CCCc1nn2c(=O)cc(CSCC(=O)Nc3cccc(C)c3)nc2s1,2%,0%,1%,-3,0%,-3%,4%,0%,7%,19%,1%

# By substructure: the entries above with a halogen.
SMILES,ELG1 genotoxic,Rab9 prom act,p53 reactivation,TRPV1 ag,Tb PFK block,RORgamma inh,FLuc counter,Gal4-VP16 FLuc,ELG1 DNA repair,BRCA1 expr up,NPC1 prom act
CC12CCC(=O)N1C(C(=O)NNC(=O)COc1ccccc1Cl)CS2 (centres undefined),3%,-2%,1%,-2,-2%,.,-1%,.,?,-7%,0%
O=C(c1ccc(S(=O)(=O)Cc2ccccc2F)c([N+](=O)[O-])c1)N1CCCCCC1,-10%,2%,28%,14,0%,22%,-3%,7%,-29%,-27%,1%

# Additional compounds follow:
SMILES,ELG1 genotoxic,Rab9 prom act,p53 reactivation,TRPV1 ag,Tb PFK block,RORgamma inh,FLuc counter,Gal4-VP16 FLuc,ELG1 DNA repair,BRCA1 expr up,NPC1 prom act
COc1ccc(-c2n[nH]c(C)c2-c2ccc(Cl)cc2)c(O)c1OC,-34%[inhibitor],-5%,-34%[inhibitor],5,10%,7.1µM*,2%,7.1µM*,12µM*,-31%,-3%
COc1ccc(CCC(=O)Nc2cc3c4c(c2)CC(=O)N4CCC3)cc1,17%,-6%,-2%,0,0%,.,6%,.,-1%,-8%,0%
C=C(C)CN(CC)C(=O)Cn1cnc2c(oc3ccccc32)c1=O,-5%,1%,5%,-2,-3%,13%,-1%,1%,19%,-4%,-1%
COCc1cc(C)nc2sc(C(=O)OC)c(N)c12,-11%,2%,-5%,-2,-28%,5%[0.365 µM],-14%,.,0%,-13%,0%
CCC(C(=O)Nc1ccc2[nH]ncc2c1)c1ccccc1 (centres undefined),-5%,0%,.,?,-2%,33%,4%,-15%,-29%,-32%,10%
COc1ccc(CCNC(=O)CCCn2c(=O)[nH]c3cc(OC)c(OC)cc3c2=O)cc1OC,2%,3%,5%,2,0%,38%,-1%,-3%,-14%,12%,-2%
COc1ccc(C(=O)NC(CCSC)C(=O)N2CCCCCC2)cc1 (centres undefined),1%,-4%,0%,13,-2%,9%,0%,25%,-7%,-8%,-2%
CCOC(=O)c1ccc(NC(=O)CN2CCc3ccccc3C2)cc1,-1%,-7%,-4%,6,-10%,?,2%,-2%,?,11%,-1%
CCOC(=O)c1cccc(NC(=O)CCCn2c(=O)c3cccn3c3cccnc32)c1,-7%,-5%,-3%,-5,-4%,-3%,2%,1%,-5%,2%,-3%
O=C(NNC(=S)Nc1ccc(Br)cc1Cl)c1ccco1,15%,2.8µM*,?,1,11%,?,17µM*,?,?,-3%,3.5µM*
CC(=O)Oc1ccc2c(C)cc(=O)[nH]c2c1,4%,3%,-9%,0,-4%,-11%,1%,0%,10%,18%,0%
O=C(NCCCCNC(=O)c1ccccc1Cl)c1ccccc1Cl,0%,5%,.,-1,-4%,-17%,7%,3%,0%,-6%,-3%
COc1ccc(NC(=O)c2cc(-c3cccnc3)nc3c(C)c(C)ccc23)c(OC)c1,-9%,8%,1%,1,3%,18%,2%,-11%,?,-46%,0%
c1ccc(Nc2cccc(Nc3ccccc3)c2)cc1,?,23%,25%,6,-5%,22%,15µM*,-12%,?,58%,24%
COC(=O)CNC(=O)C1Cc2ccccc2CN1S(=O)(=O)c1cccs1 (centres undefined),2%,-5%,-2%,-1,1%,22%,2%,-4%,18%,-13%,2%
O=C(Cn1c(C(=O)N2CCN(C3CCCC3)CC2)cc2sccc21)c1ccccc1,4%,-7%,-9%,2,4%,-3%,0%,2%,10%,-24%,-2%
CC(C)N(C(=O)CSc1nnc(C2CC2)n1C1CC1)c1ccccc1,1%,6%,2%,3,0%,.,1%,.,7%,-3%,-4%
CCOc1ccccc1Nc1nc(-c2sc(NC(=O)c3cccc(Cl)c3)nc2C)cs1,13%,7%,-12%,27,-5%[0.46 µM],11µM*,-19%,-28%,3%,33%,-8%
Cc1cc(C(=O)N2CCCC(N3CCN(c4ccccc4C)CC3)C2)nc(C)n1 (centres undefined),-5%,5%,-9%,5,8%,10%,3%,-8%,-6%,0%,0%
C=CCNC(=S)NNc1nc2sc3c(c2c(=O)[nH]1)CC(C)(C)OC3,2%,5%,-18%,5,-1%,5.6µM*,-10%,10µM*,-3%,-1%,4%
Cc1csc(SCC(=O)NCCc2ccc(Cl)cc2)n1,3%,-2%,-7%,2,-10%,34%,4%,-2%,10%,-8%,-2%
Cc1ccc(NC(=O)CCOc2ccccc2)cc1S(=O)(=O)Nc1ccccc1Cl,-7%,2%,-1%,2,?,5%,4%,?,?,-27%,-3%
COc1ccc(NC(=O)CN(C)C(=O)CCCc2nc3ccccc3s2)cc1,?,18%,5%,?,-5%,.,?,.,4%,28%,-1%
Cc1csc(CN(C)C(=O)CC2C(=O)NCCN2Cc2ccc(Cl)c(F)c2)n1 (centres undefined),0%,0%,-3%,-1,3%,36%,0%,-4%,4%,4%,-2%
COc1ccc(NS(=O)(=O)c2cc(C(=O)N3CCCCCC3)ccc2C)cc1,-3%,.,-1%,.,3%,.,.,.,0%,-11%,.
CCCCn1c(N)c(N(CCOC)C(=O)Cn2c(=O)cnc3ccccc32)c(=O)[nH]c1=O,1%,1%,-4%,4,-2%,.,3%,.,19%,3%,2%
O=C(CSc1nnc(-c2ccccc2)n1-c1ccc(Cl)cc1)N/N=C/c1ccco1,-12%,-4%,-10%,-5,0%,?,1%,12%,-7%,-68%,0%
Cc1nn(-c2ccccc2)c(C)c1C(=O)OCC(=O)Nc1ccccc1,11%,?,?,23,-6%,.,9.5µM*,.,?,-3%,?
O=C(NCCC1=CCCCC1)C(=O)NCC(c1ccco1)N1CCN(c2ccccc2F)CC1 (centres undefined),1%,-3%,1%,0,4%,8%,8%,?,3%,-57%,-2%
C=CCn1c(COc2cccc3cccnc23)nnc1SCC(=O)O,1%,-6%,-6%,-2,-9%,-13%,1%,4%,11%,-25%,1%
Cc1cccc(N(CC(=O)NCc2ccco2)C(=O)CCC(=O)Nc2nccs2)c1,0%,-2%,-2%,4,-5%,-2%,0%,-2%,2%,1%,1%
COc1cccc(C(=O)OCC(=O)NCCc2ccccc2)c1OC,0%,-4%,2%,8,1%,17%,-4%,2%,?,-1%,-3%
Cc1ccc2ccccc2c1NC(=O)Cn1nnc(-c2cccnc2)n1,-1%,-1%,-4%,2,1%,22%,4%,-3%,6%,-1%,-5%
CCOC(=O)Cn1ncn(-c2ccc(OC(F)(F)F)cc2)c1=O,2%,-3%,0%,0,0%,16%,-2%,-4%,0%,3%,-6%
CN(C)CC(C)(C)CNC(=O)c1cc(Br)cc(Br)c1O,1%,-3%,11%,-1,0%,11%,?,7%,-7%,-8%,-3%

# Screening results (PubChem BioAssay)
